Assay outcomes (PubChem)
Vc quorum ag – quorum light induction in luxS cqsA deficient V. cholerae; V. cholerae BH1578 lux reporter, luminescence, 6 h; AID 588436; activation, % at 18.7 µM; actives 0.16% (n = 350,000); in the data active = activation mostly above about 9.7%, no sharp cut-off; also: not every result past the cut was called active; inactives centre near 0; reference of the scale not given here
FBA Mtb inh – Mtb fructose-bisphosphate aldolase inhibition | P9WQA3 | AID 588726 | inhibition, % at 1 µM | actives 2.3% (n = 360,000) | purified M. tuberculosis FBA, fluorescence read-out; in the data active = inhibition above about 27%;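 also: 0% = vehicle and 100% = reference inhibitor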
Target sequence (P9WQA3 whole entry, looked up): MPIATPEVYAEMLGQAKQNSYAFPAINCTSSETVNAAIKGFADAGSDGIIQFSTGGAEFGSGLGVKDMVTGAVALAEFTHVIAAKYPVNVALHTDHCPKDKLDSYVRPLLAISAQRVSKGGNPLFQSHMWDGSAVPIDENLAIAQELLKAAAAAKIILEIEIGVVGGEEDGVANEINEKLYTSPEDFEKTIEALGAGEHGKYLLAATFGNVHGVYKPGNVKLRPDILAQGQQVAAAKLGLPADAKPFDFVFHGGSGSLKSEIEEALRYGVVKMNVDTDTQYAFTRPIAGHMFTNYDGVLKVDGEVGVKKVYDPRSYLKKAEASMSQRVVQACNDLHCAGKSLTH
BioA inh – BioA (M. tuberculosis) enzyme inhibition | purified M. tuberculosis BioA enzyme, plate reader | inhibition, % at 9.99 µM | actives 0.096% (n = 360,000) | AID 602481; in the data active = inhibition above about 40%
UGM FP inh – blocks M. tuberculosis UGM enzyme; P9WIQ1; purified UGM, fluorescence polarization probe displacement; inhibition, % at 10 µM; actives 0.06% (n = 320,000); in the data active = inhibition above about 10%, passing the limit was not always enough
Target sequence (P9WIQ1 whole entry, looked up): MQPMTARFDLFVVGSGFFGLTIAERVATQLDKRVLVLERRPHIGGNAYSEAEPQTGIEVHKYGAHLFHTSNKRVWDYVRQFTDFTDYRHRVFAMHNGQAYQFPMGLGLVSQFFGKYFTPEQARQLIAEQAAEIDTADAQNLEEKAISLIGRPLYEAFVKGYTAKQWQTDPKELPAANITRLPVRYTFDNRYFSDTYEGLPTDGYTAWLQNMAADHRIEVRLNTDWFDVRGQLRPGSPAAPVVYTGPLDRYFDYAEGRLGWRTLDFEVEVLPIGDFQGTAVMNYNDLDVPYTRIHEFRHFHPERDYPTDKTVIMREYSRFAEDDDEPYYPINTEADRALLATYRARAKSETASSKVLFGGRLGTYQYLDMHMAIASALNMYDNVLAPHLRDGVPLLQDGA
FadD28 binding – inhibitors of Mycobacterium tuberculosis FadD28 bisubstrate binding | FadD28 bisubstrate probe binding, fluorescence polarization | inhibition, % at 12.5 µM | actives 0.22% (n = 360,000); in the data active = inhibition above about 8.5%, passing the limit was not always enough
PfHsp40 rescue – rescue of PfHsp40-mediated yeast toxicity; growth rescue, % at 12.5 µM; S. cerevisiae expressing PfHsp40, growth rescue, ATP luminescence; AID 504582; actives 0.68% (n = 340,000); in the data active = growth rescue above about 28%, passing the limit was not always enough;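 also: yeast W303a lacking pdr1 and pdr3 grown in galactose medium; growth measured after three days at 30 °C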
GDH-TPI counter – counter-screen for M. tuberculosis FBA inhibitors: GDH-TPI coupled enzymes; GDH-TPI coupled enzyme counterscreen, NADH absorbance; inhibition, % at 4.8 µM; actives 1.2% (n = 360,000); in the data active = inhibition above about 30%;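 also: 0% = DMSO wells and 100% = wells lacking the enzyme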
Yp Topo-I inh – blocks Yersinia pestis topoisomerase I activity; activity, % at 10 µM; Y. pestis Topo-I cleavage product accumulation, plate reader; AID 504884; actives 0.064% (n = 360,000); in the data active = activity above about 50%, passing the limit was not always enough; also: inactives centre near 2
TcdB inh – inhibitors of Clostridioides difficile toxin B glycohydrolase; AID 652162; P18177; inhibition, % at 9.99 µM; TcdB glycohydrolase enzymatic assay, plate reader; actives 0.24% (n = 350,000); in the data active = inhibition above about 10%
Starred values were filed as active, the others as inactive; i = inactive; · = not tested or not shown. Rows were taken by chance, and some 4.6% of all compounds hit somewhere here.

SMILES	Vc quorum ag	FBA Mtb inh	BioA inh	UGM FP inh	FadD28 binding	PfHsp40 rescue	GDH-TPI counter	Yp Topo-I inh	TcdB inh
CCC(C)[C@H]1CN=C(N)N1CCc1cccc(F)c1 (stereo partly specified)	2.9	0	1.9	1.9	-1.0	-2.0	4	2	·
O=c1[nH]cc(CN2CCOCC2)c(=O)[nH]1	i	0	-0.8	·	-0.1	-1.1	0	4	1.5
NC(=O)c1ncc(C(F)(F)F)cc1Cl	0.9	6	·	-0.6	2.7	-0.1	-3	9	0.6
CCOC(=O)N1CCN(C(=O)CSC2=NS(=O)(=O)c3cc(Cl)ccc3N2)CC1	-1.1	0	0.3	1.9	0.9	-2.1	-1	0	2.7
CCCCN(CCCC)C1=Nc2ccccc2N/C1=C(/C#N)C(=O)OCC	-0.4	4	·	1.5	-3.6	-1.7	-2	45	·
Cc1nc2cc(NC(=O)NCCC3=CCCCC3)ccc2o1	4.0	2	-0.2	-0.7	-2.5	-0.5	7	0	-1.5
COc1ccc(NC(=O)N(C2CCCCC2)C(C)c2cccnc2)c(OC)c1 (stereo unspecified)	-17	2	1.0	0.9	-2.9	-0.5	-2	10	·
CCC(C)(C)C1CCC2(CC1)NC(=O)N(CC(=O)N(C)Cc1ccc(OC(F)F)cc1)C2=O (stereo unspecified)	0.7	-1	·	3.0	-2.9	-1.4	-10	34	0.8
O=C(N/N=C/c1ccccc1C(=O)O)c1cccc(S(=O)(=O)N2CCOCC2)c1	i	-1	-1.4	-2.6	0.6	1.4	9	-5	0.6
COc1cc(S(=O)(=O)NCCOC23CC4CC(CC(C4)C2)C3)c(OC)cc1Cl	-0.2	-1	·	1.6	0.4	0.0	11	24	1.3
CCOc1ccc(S(=O)(=O)N2CCN(C(=O)c3cc(-c4ccccc4)nn3-c3ccccc3)CC2)cc1	-0.7	5	-1.4	2.5	-1.8	0.6	2	6	0.6
CCOC(=O)C1=C(C)C(c2cccc(Oc3ccccc3)c2)NC(=S)N1 (stereo unspecified)	-0.6	3	-2.7	-1.6	-2.2	-0.7	12	13	1.1
CCC(=O)c1ccc(N2CCC(C)CC2)c(F)c1	-2.8	2	-2.2	-3.8	0.0	-0.3	1	6	-1.1
O=C(NC(=S)NCCCN1CCOCC1)c1cccc2ccccc12	-0.4	2	·	2.6	-1.4	-0.6	4	11	1.9
CN(C)c1ccc(C(=O)NN2C(=O)c3ccccc3C2=O)cc1	-0.2	1	1.8	0.4	-1.6	0.4	11	-5	1.0
CCOc1c(C)cc2[nH]c(CCC(=O)O)nc2c1C	-0.5	4	-0.8	1.0	-2.3	-1.6	-2	6	·
COc1ccc2cc(C3CC(c4cccs4)=NN3S(C)(=O)=O)c(Cl)nc2c1 (stereo unspecified)	0.9	2	·	-4.8	-1.1	-0.6	12	1	·
OCCNCCSc1nc(C2CCCCC2)n(-c2ccccc2Cl)n1	0.1	0	-2.2	-2.6	-2.2	20	3	1	0.7
CCS(=O)(=O)Nc1cccc(-c2nc3cccnc3s2)c1	-0.7	3	·	-2.8	-0.8	0.1	5	-6	0.8
Cn1c(=O)c2c(nc(Br)n2CC(=O)c2cccs2)n(C)c1=O	-0.7	0	1.9	0.4	0.2	-0.4	6	9	·
CCOc1ccc(NC(=O)c2ccc(N)cc2)cc1	-0.2	3	0.7	0.8	-0.2	-0.6	-1	4	-0.1
CCOC(=O)N1CCN(C(=O)c2cc3n(n2)C(C(F)(F)F)CC(c2ccc4c(c2)OCO4)N3)CC1 (stereo unspecified)	-0.1	-2	0.5	-0.5	-0.2	0.8	7	21	-0.7
CCOC(=O)[C@H]1[C@H]2COc3ccc(Br)cc3[C@H]2N2C(=O)CN(CCc3c[nH]c4ccccc34)C(=O)[C@@]12C	-0.4	4	-1.9	·	-2.0	-0.6	8	2	0.2
CCOc1ccc(C(=O)Nc2cccc(-c3ccc(N4CCOCC4)nn3)c2)cc1OCC	-0.4	-1	0.6	0.8	-1.6	1.0	-5	6	0.4
Cn1ncc(Cl)c1C(=O)Nc1cccc(Cl)c1	i	-2	·	-0.5	-0.8	-0.4	1	6	·
C=CCOc1c(Br)cc(/C=C2\SC(=Nc3ccccc3)NC2=O)cc1OC	1.3	1	-0.4	0.7	-2.1	0.3	19	57*	0.3
COc1cc(/C=C/CO)cc(OC)c1O[C@@H]1O[C@H](CO)[C@@H](O)[C@H](O)[C@H]1O	3.8	4	-1.0	-4.8	1.0	-1.3	10	5	0.1
COc1ccc(NC(=O)C(NC(C)=O)C(=O)NCc2ccccc2)cc1 (stereo unspecified)	-0.4	23	-2.1	0.7	-1.6	-0.9	0	-4	·
Cc1ccsc1C(=O)N1CCC1(C)C(=O)NS(=O)(=O)c1ccc(C#N)cc1 (stereo unspecified)	0.6	2	0.3	·	-1.5	·	-8	1	-0.2
CCn1c(O)c(N=NC(=O)CNC(=O)/C=C/c2ccco2)c2ccccc21	7.1	-6	·	4.0	0.2	-1.0	12	5	-0.7
CC1CCN(c2ccc(C=O)o2)CC1	i	-5	·	-2.7	-4.3	-0.5	13	14	1.3
CCCc1nc(SCC(=O)Nc2ccc(N3CCOCC3)cc2)c2ccccc2n1	i	1	-0.9	3.1	0.3	-1.0	9	5	·
CC1(C(=O)NS(=O)(=O)C2CC2)CCN(C(=O)c2ccccc2OC(F)(F)F)C1 (stereo unspecified)	-1.1	2	-0.9	·	-0.4	·	-1	-5	0.7
CC(NC(=O)C1CCCO1)c1ccccc1 (stereo unspecified)	-1.4	1	-3.9	-0.8	0.4	1.6	11	-2	·
CCN(CC(=O)Nc1c(F)cccc1F)C(=O)CSCC(=O)Nc1cccc(C)c1	i	0	-0.9	-3.8	-1.6	-1.5	2	5	0.8
CCc1ccccc1NC(=O)CSc1nc2c(c(-c3ccco3)c1C#N)CCCC2	-0.4	3	·	1.4	0.4	-0.2	15	4	·
COC(=O)C1=CN(C)C=C(C(=O)OC)C1c1ccc(Cl)cc1Cl	-0.2	12	·	-0.4	-2.6	-1.2	-7	-1	·
Cc1ccc(NS(=O)(=O)c2cc([N+](=O)[O-])ccc2N/N=C/c2sc(N3CCOCC3)nc2-c2ccccc2)c(C)c1	-0.8	-1	·	3.7	-3.5	-0.9	7	1	-0.2
Cc1ccc(NC(=O)C2CCN(S(=O)(=O)c3cccc4cccnc34)CC2)nc1	-0.1	-1	-0.3	-1.8	-9.9	0.0	6	1	0.8
COc1cccc(OC)c1C(=O)N1CCN(Cc2ccccc2C(F)(F)F)CC1	-0.7	0	1.4	-0.1	-4.4	0.3	3	4	·
CC(C)CCN1CCC(N)=NC1=O	-1.6	-1	·	·	-3.3	-0.2	-9	5	0.7
Nc1nc(N)nc(-c2cc(O)ccc2O)n1	6.7	0	-1.9	0.0	-2.2	-1.8	16	-7	-10
CN(C(=O)Cc1c(C(=O)O)n(C)c2ccccc12)c1ccc(Cl)cc1	-0.6	0	0.3	-2.9	-1.7	0.3	0	-7	-0.1
CN1CCN(c2ccc(NC(=S)NC(=O)c3cccc4c(Cl)cccc34)cc2)CC1	-0.3	0	2.0	0.0	-0.9	-3.0	-1	10	1.5
Cc1cccc(C)c1NC(=O)c1ccc([N+](=O)[O-])s1	i	1	·	7.0	-1.7	-0.4	23	-8	·
CCCCn1c(=O)[nH]c(=O)c2c1nc(CN(C)Cc1cccc(OC)c1OC)n2CCC	i	2	-1.3	6.1	0.7	-1.1	1	17	-0.2
CCOc1ccc(Br)cc1S(=O)(=O)Nc1ccc(NC(=O)c2ccccc2C)cc1	-0.7	-3	·	-0.1	-4.5	-1.9	-1	1	1.5
O=C(Nc1ccc(F)cc1)c1cc2ccccc2o1	i	-1	-0.1	2.8	-3.9	-0.3	4	-6	1.6
C=CCNC(=S)Nc1cccc(N)c1	-0.8	2	-0.1	-0.2	-1.1	18	7	0	1.0
COc1cc2c(cc1OC)CN(C(=O)CCOc1ccccc1)CC2	-4.0	8	0.9	0.7	0.6	-0.5	4	-10	-0.5
Carrying on.
SMILES	Vc quorum ag	FBA Mtb inh	BioA inh	UGM FP inh	FadD28 binding	PfHsp40 rescue	GDH-TPI counter	Yp Topo-I inh	TcdB inh
C=CCOc1ccc(C2NC(=O)c3ccccc3O2)cc1OC (stereo unspecified)	-5.6	10	-1.3	·	-0.9	·	12	7	-1.2
S=C(Nc1ccc(Cl)cc1Cl)N1CCCCC1	0.0	6	·	0.8	-3.1	0.1	-5	-5	·
Cc1cc(CN(C)C)c(O)c(C2(C)CCCCC2)c1	1.0	3	-3.5	1.9	-0.7	-1.8	12	5	·
O=C(Cc1ccc(Br)c2ccccc12)N/N=C/c1ccccn1	-1.6	2	·	4.4	-5.0	0.0	-2	32	2.6
O=[N+]([O-])c1ccc(Cl)c2c1C1C=CCC1C(c1ccccn1)N2 (stereo unspecified)	-0.2	-3	·	0.9	0.0	-0.8	4	-20	0.4
CCCCOc1ccc(CN2CCN(CCO)CC2)cc1	-0.4	0	·	0.9	-3.6	-0.7	-5	-10	·
CCc1nc2ccc(C(=O)N3CCN(C(C)=O)CC3)cn2c1N(C=O)Cc1ccc(OC)cc1	0.0	-2	-0.3	·	-4.2	·	6	1	1.8
Cc1csc(SCC(=O)NC(=O)Cc2ccccc2)n1	-0.3	1	·	5.4	-0.1	4.1	2	1	·
Cc1ccc2ccc(C(Nc3cccc(C(F)(F)F)c3)c3cccnc3)c(O)c2n1 (stereo unspecified)	-0.2	-8	-0.8	2.9	-6.3	5.0	-3	-5	1.4
O=C1CCOc2cc(OCc3ccccc3)ccc21	-2.2	3	0.3	-0.4	-3.9	1.6	-3	15	·
FC(F)(F)COc1nc(N2CCOCC2)nc(N(c2ccccc2)c2ccccc2)n1	i	3	-0.7	·	-2.7	-0.7	-6	15	·
COc1cc(CN(C)CCc2ccccc2)ccc1OCc1ccccc1	-12	0	-1.6	-1.3	-8.9	-1.3	6	22	·
CCOC(=O)Cc1nc(-c2cccc(C(F)(F)F)c2)no1	i	-2	·	-0.1	-2.2	-0.6	0	4	0.1
CC1(C)CC(=O)C=C(Nc2cccc(Cl)c2Cl)C1	-0.6	-1	0.4	2.5	-3.6	0.2	-5	-1	-1.5
O=C(CSc1nc2ccccc2c(=O)[nH]1)N1CCCCC1	·	1	1.2	-0.3	-1.0	-0.4	-14	10	-5.0
O=C(Cc1ccc(Cl)cc1)c1ccccc1	-1.0	1	-3.1	·	-0.9	-0.6	11	0	1.6
CCOC(=O)c1c(-c2cccc([N+](=O)[O-])c2)csc1NC(=O)CCCOc1ccccc1	0.0	0	·	-1.3	-0.4	-1.2	5	-2	·
CN(C(=O)COC(=O)c1nn(C)c(=O)c2ccccc12)c1c(N)n(Cc2ccccc2)c(=O)[nH]c1=O	-5.6	-1	-1.1	-0.5	-1.9	-0.7	1	-7	-1.6
O=C(NC(=S)Nc1ccc(Cl)cn1)C12CC3CC(CC(C3)C1)C2	·	-4	·	2.9	-1.0	1.4	-1	13	1.0
CCOC(Cn1cc(C)c(=O)[nH]c1=O)OCC	2.9	9	0.0	-0.5	-2.4	-0.5	-4	2	1.3
Cc1cccc(NC(=O)/C(C#N)=C\c2cn(CC(=O)O)c3ccccc23)c1	-0.3	2	0.4	-0.4	-2.5	0.7	1	-7	1.8

Of the compounds above, these contain a CF3 group:
SMILES	Vc quorum ag	FBA Mtb inh	BioA inh	UGM FP inh	FadD28 binding	PfHsp40 rescue	GDH-TPI counter	Yp Topo-I inh	TcdB inh
NC(=O)c1ncc(C(F)(F)F)cc1Cl	0.9	6	·	-0.6	2.7	-0.1	-3	9	0.6
CCOC(=O)N1CCN(C(=O)c2cc3n(n2)C(C(F)(F)F)CC(c2ccc4c(c2)OCO4)N3)CC1 (stereo unspecified)	-0.1	-2	0.5	-0.5	-0.2	0.8	7	21	-0.7
CC1(C(=O)NS(=O)(=O)C2CC2)CCN(C(=O)c2ccccc2OC(F)(F)F)C1 (stereo unspecified)	-1.1	2	-0.9	·	-0.4	·	-1	-5	0.7
COc1cccc(OC)c1C(=O)N1CCN(Cc2ccccc2C(F)(F)F)CC1	-0.7	0	1.4	-0.1	-4.4	0.3	3	4	·
Cc1ccc2ccc(C(Nc3cccc(C(F)(F)F)c3)c3cccnc3)c(O)c2n1 (stereo unspecified)	-0.2	-8	-0.8	2.9	-6.3	5.0	-3	-5	1.4
FC(F)(F)COc1nc(N2CCOCC2)nc(N(c2ccccc2)c2ccccc2)n1	i	3	-0.7	·	-2.7	-0.7	-6	15	·
CCOC(=O)Cc1nc(-c2cccc(C(F)(F)F)c2)no1	i	-2	·	-0.1	-2.2	-0.6	0	4	0.1
